# Luciferase inh = inhibitors of firefly (Photinus pyralis) luciferase. Potency, µM (titrated, usually from 115 µM), inactives show at the top dose activity change, negative = inhibition, most hits filed as inhibitors. actives 2.5% (n = 76,000). purified P. pyralis luciferase, luminescence, biochemical. P08659; also: potency is read from the fitted curve at half-maximal effect; nearly all actives have a fitted effect of over 65% in size
# Target sequence (P08659 whole entry, looked up): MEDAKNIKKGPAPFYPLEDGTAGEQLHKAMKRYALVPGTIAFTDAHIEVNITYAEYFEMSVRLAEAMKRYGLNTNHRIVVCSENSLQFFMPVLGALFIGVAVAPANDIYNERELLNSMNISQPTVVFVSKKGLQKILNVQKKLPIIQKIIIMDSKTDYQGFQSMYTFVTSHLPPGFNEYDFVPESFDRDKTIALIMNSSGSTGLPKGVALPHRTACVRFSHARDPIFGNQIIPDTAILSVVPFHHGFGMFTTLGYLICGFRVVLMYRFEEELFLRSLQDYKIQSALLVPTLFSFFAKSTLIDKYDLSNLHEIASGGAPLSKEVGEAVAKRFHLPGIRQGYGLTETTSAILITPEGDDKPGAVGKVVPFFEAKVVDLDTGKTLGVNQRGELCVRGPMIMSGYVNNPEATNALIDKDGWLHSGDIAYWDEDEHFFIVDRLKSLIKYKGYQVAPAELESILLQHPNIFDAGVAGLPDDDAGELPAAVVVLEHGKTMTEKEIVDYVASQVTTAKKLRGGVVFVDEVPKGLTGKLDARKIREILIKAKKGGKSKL
#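 Biochemical qHTS: compound (6-point titration) added to 10uM D-luciferin plus 10uM ATP in Tris acetate pH 7.5 buffer with Mg, Tween-20 and BSA, then purified enzyme at 10nM; light output imaged.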
# HEK293 tox = HEK 293 cell cytotoxicity; Potency, µM (series often up to 115 µM), without a hit: at the top dose activity change, negative = cytotoxicity, actives largely listed as inhibitors; AID 1345083; HEK 293 viability, ATP luminescence (CellTiter-Glo), 48-72 h; actives 6.6% (n = 94,000); also: potency is read from the fitted curve at half-maximal effect; nearly all actives have a fitted effect of over 60% in size
#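 CellTiter-Glo luminescence (cellular ATP) was read after 48 or 72 hr of compound exposure at 37 degree Celsius. Cells were HEK 293 plated at 250 cells/well.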
# SNCA viab count = counter-screen for SNCA expression inhibitors: cell viability | HEK-293-SNCA-luc viability, GF-AFC fluorescence, 24 h | AID 1671193 | Potency, µM (series often up to 57.1 µM), inactives show top-dose activity change, negative = cytotoxicity, hits mostly cytotoxic | actives 0.12% (n = 150,000);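 also: potency is read from the fitted curve at half-maximal effect; 0% = DMSO-treated cells and -100% = medium-only wells without cells; nearly all actives have a fitted effect of over 30% in size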
#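 Cytotoxicity counterscreen: after 24 h compound treatment of genome-edited SNCA-luciferase HEK-293 cells, live-cell protease substrate GF-AFC read by fluorescence after 30 min; activity scaled between DMSO (0%) and medium-only (-100%), curves Hill-fitted.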
# GPT2 inhibitor = GPT2 alanine aminotransferase inhibition | Recombinant GPT2, coupled pyruvate oxidase/HRP Amplex Red fluorescence | Potency, µM (titrated, usually from 57.7 µM), for the others: top-dose activity change, negative = inhibition, hits mostly inhibitors | Q8TD30 | actives 0.25% (n = 100,000); also: potency is read from the fitted curve at half-maximal effect; nearly all actives have a fitted effect of over 60% in size; many of its hits are not listed in these tables
# Target sequence (Q8TD30 whole entry, looked up): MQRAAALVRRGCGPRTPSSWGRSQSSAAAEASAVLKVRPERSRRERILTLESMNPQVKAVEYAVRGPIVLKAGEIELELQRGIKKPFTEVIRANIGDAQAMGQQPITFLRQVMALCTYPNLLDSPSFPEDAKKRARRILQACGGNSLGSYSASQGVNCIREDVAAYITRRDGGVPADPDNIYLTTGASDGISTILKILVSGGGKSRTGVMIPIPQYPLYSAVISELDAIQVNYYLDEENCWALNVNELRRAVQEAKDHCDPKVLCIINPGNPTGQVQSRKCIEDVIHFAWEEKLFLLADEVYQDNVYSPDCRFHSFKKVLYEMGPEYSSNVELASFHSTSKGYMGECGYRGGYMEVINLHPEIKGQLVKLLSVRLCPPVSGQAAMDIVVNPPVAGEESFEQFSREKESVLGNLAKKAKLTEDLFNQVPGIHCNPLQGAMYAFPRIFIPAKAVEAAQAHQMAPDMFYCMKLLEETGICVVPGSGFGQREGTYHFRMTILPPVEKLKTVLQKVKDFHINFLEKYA
#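 GPT2 10ng/uL, a-KG 250uM, L-Ala 2mM, HEPES pH7.5 + 0.0001% Tween; 30 min RT. Then Amplex mix (PO/HRP/ThPP), 30 min RT dark, fluorescence. AOA 50uM used as positive control.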
# IP6K1 inh = blocks human inositol hexakisphosphate kinase 1 | actives 0.81% (n = 140,000) | activity change, % (series mostly up to about 58 µM) | IP6K1 kinase, ADP-Glo luminescence, 2 h; active compounds read low | Q92551 | AID 1645851; in the data active = activity change below about -25%
#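 ADP-Glo luminescence measures ADP made by human IP6K1 during a 2 h RT reaction with ATP/IP6 (mix at 1.3 mM/130 uM); top library doses 57.5 and 19.1 uM final.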
# SNCA expr inh = SNCA gene expression inhibition. HEK-293 SNCA-luciferase knock-in, luminescence, 24 h. Potency, µM (doses to about 57.2 µM), inactives show at the top dose activity change, negative = inhibition, most hits filed as inhibitors. actives 0.17% (n = 140,000). AID 1671194;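 also: potency is read from the fitted curve at half-maximal effect; plate controls were DMSO cells for no effect and cell-free wells for full effect; nearly all actives have a fitted effect of over 45% in size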
# 3T3 cytotox = NIH 3T3 cell cytotoxicity; NIH 3T3 viability, CellTiter-Glo ATP luminescence, 48-72 h; Potency, µM (top dose mostly 96.7 µM), for the others: at the top dose activity change, negative = cytotoxicity, usual class: inhibitors; actives 4.3% (n = 94,000); AID 1345082; also: potency is read from the fitted curve at half-maximal effect; nearly all actives have a fitted effect of over 55% in size
#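 Cytotoxicity is measured as loss of cellular ATP: NIH 3T3 cells (400/well) are exposed to compound for 48 or 72 hr at 37 °C, then CellTiter-Glo luminescence is imaged after 10 min at room temperature.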
# * hit, by the source's call; i = inactive; ? = inconclusive; / = no result given; & = joins results of further samples; [ ] = another dose, or the depositor's remark. Unless noted, calls follow the shape of the dose curve; as a rule, active = well fitted curve in the direction sought with a large enough effect; inconclusive = small, poorly fitted or top-dose-only effect, or another doubt; inactive = no such curve, though single readings can be large; an effect the other way counts as inactive or inconclusive. Unless noted, % is scaled to controls: 0 for no effect and ±100 for the full control effect. An excerpt. The share of hits here may be higher or lower than overall.
1) COc1cccc(-c2cc3c(=O)n(CCNC(=O)c4ccc(C#N)cc4)ccn3n2)c1
2) c1ccc(CN2CCC3(CCCc4ccccc43)CC2)cc1
3) Cc1ccc(-c2cccc(C(=O)N3CCCC(O)(CN4CCCC4)C3)c2)o1 (stereo not drawn)
4) CC(=O)OCc1cnc(C)c2oc(=O)c(C(=O)Nc3ccc(F)cc3C)cc12
5) CN1CCC(NC(=O)CC2(Cc3ccccc3)C(=O)N(C)c3ccccc32)CC1 (stereo not drawn)
6) O=C(NCCn1ccn2nc(-c3ccc(F)cc3)cc2c1=O)c1ccc(F)c(Cl)c1
7) Cc1ccccc1C(=O)NCc1c[nH]c2ncccc12
8) O=C(OCc1ccccc1)N1CCOCC12CCN(Cc1ccncc1Cl)CC2

Screen / compound no.	1	2	3	4	5	6	7	8
Luciferase inh	0%	/	8%	/	2%	-5%	-2%[172 µM]	11%[172 µM]
HEK293 tox	?	/	?	/	?	i	-4%[172 µM]	?
SNCA viab count	8%	-13%	2%	2%	-6%	-1%	12%[87.6 µM]	-6%[87.6 µM]
GPT2 inhibitor	3%	-6%	i	/	-16%	i	i	0%[88.5 µM]
IP6K1 inh	-5	/	9	-7	10	-1	8	13
SNCA expr inh	44%[activator]	-6%	-9%	7%	4%	37%[activator]	4%[87.6 µM]	-1%[87.6 µM]
3T3 cytotox	?	/	-15%	/	-4%	2%	-7%[138 µM]	?

# Filtered by structure, those above containing four or more nitrogen atoms.
1) COc1cccc(-c2cc3c(=O)n(CCNC(=O)c4ccc(C#N)cc4)ccn3n2)c1
6) O=C(NCCn1ccn2nc(-c3ccc(F)cc3)cc2c1=O)c1ccc(F)c(Cl)c1

Screen / compound no.	1	6
Luciferase inh	0%	-5%
HEK293 tox	?	i
SNCA viab count	8%	-1%
GPT2 inhibitor	3%	i
IP6K1 inh	-5	-1
SNCA expr inh	44%[activator]	37%[activator]
3T3 cytotox	?	2%

# (list continues)
9) Cc1cc(C)cc(NC(=O)Cc2csc(C)n2)c1
10) CCOc1ccccc1C(=O)NC1CCN(C(=O)c2cc3c(=O)[nH]c(C)cn3n2)CC1
11) O=C(Cn1cc(C(=O)c2ccccc2)c(=O)c2cc3c(cc21)OCCO3)Nc1ccc(F)c(F)c1
12) COc1ccc(CNC(=O)CN2C(=O)NC3(CCC(C)CC3)C2=O)cc1 (stereo not drawn)
13) Cn1cccc1CN1CCC2(CC1)CC(=O)N(c1ccccc1)c1ccccc1O2
14) COc1ccc(CN2CCC3(C2)C(=NC2CCCC2)NC(=O)N3c2cccnc2)cc1 (stereo not drawn)
15) Cc1ccc(-c2nnc([C@H]3CCN(C(C)C)C3)o2)cc1
16) O=C(Cn1cccc1-c1nc(-c2ccc(F)cc2)no1)Nc1ccc2c(c1)OCO2

Screen / compound no.	9	10	11	12	13	14	15	16
Luciferase inh	/	-2%	/	-1%	1%	/	?	7%
HEK293 tox	/	?	/	-6%	22µM*	-9%	-10%[230 µM]	?
SNCA viab count	-1%	-11%	2%	6%	-27%	10%	1%[87.6 µM]	-9%
GPT2 inhibitor	/	-18%	/	-5%	i	i	-6%[88.5 µM]	i
IP6K1 inh	4	3	-10	-2	3	2	8	12
SNCA expr inh	4%	19%	2%	-9%	?	-10%	89%[activator][87.6 µM]	2%
3T3 cytotox	/	?	/	-3%	40µM*	?	3%[174 µM]	?

# Fetched one by one from the list above, 2 records:
12) COc1ccc(CNC(=O)CN2C(=O)NC3(CCC(C)CC3)C2=O)cc1 (stereo not drawn)
14) COc1ccc(CN2CCC3(C2)C(=NC2CCCC2)NC(=O)N3c2cccnc2)cc1 (stereo not drawn)

Screen / compound no.	12	14
Luciferase inh	-1%	/
HEK293 tox	-6%	-9%
SNCA viab count	6%	10%
GPT2 inhibitor	-5%	i
IP6K1 inh	-2	2
SNCA expr inh	-9%	-10%
3T3 cytotox	-3%	?

# Next section:
17) COc1ccc(-c2cn3c(n2)sc2cc(C(=O)NCc4cccs4)ccc23)cc1
18) O=C(c1ccc2cc[nH]c2c1)N1CCC2(CC1)CC(Cc1cccc(F)c1)CCO2 (stereo not drawn)
19) COc1ccc2c(C)c(C(=O)N3CCCOC(Cn4cccn4)C3)oc2c1 (stereo not drawn)
20) O=C1OCC2(CCN(Cc3ccc(Cl)cc3)C2)N1CCN1CCOCC1 (stereo not drawn)
21) CCCC(=O)Nc1cc2nn(-c3ccc(OC)cc3)nc2cc1C
22) CC1CCCCN1CCCNC(=O)CN1C(=O)c2cccnc2Oc2ccccc21 (stereo not drawn)
23) Cc1ccc(S(=O)(=O)NCc2ccc(C(=O)NCCN(Cc3ccccc3)C(C)C)cc2)cc1
24) O=C(Nc1ccc(Oc2ccccc2)cc1)N[C@H]1CO[C@H]2[C@@H]1OC[C@@H]2Nc1nccc(-c2cccc(F)c2)n1

Screen / compound no.	17	18	19	20	21	22	23	24
Luciferase inh	/	4%	5%	/	/	/	/	-6%
HEK293 tox	/	?	?	/	/	/	/	?
SNCA viab count	-7%	-5%	-10%	0%[87.6 µM]	8%	-9%	-1%	-9%
GPT2 inhibitor	/	-11%	1%	2%[88.5 µM]	/	/	1%	-3%
IP6K1 inh	-3	9	16	14	-1	3	6	-4
SNCA expr inh	133%[activator]	-26%	-8%	18%[87.6 µM]	97%[activator]	?	/	-21%
3T3 cytotox	/	?	?	/	/	/	/	?

25) O=C(Cn1ccc2cc(S(=O)(=O)N3CCCCC3)ccc21)NCCc1ccccc1Cl
26) COc1ccc(Cl)cc1-n1c(/C=C/c2cccc3ccccc23)nc2ccccc2c1=O
27) Cc1cc(NS(=O)(=O)c2ccc(N)cc2)no1
28) CN1C(=O)c2cccn2CC1C(=O)NC1CC1 (stereo not drawn)
29) COC1CN(c2cccc(F)c2)C12CCN(C(=O)C1CCC1)CC2 (stereo not drawn)
30) CCOc1ccc2c(n1)CCN(C(=O)c1ccc(OC)nc1)C2
31) CC(NC(=O)c1cc(-c2ccccc2C(F)(F)F)nc2c1cnn2C)C(C)(C)C (stereo not drawn)
32) CCCn1ccc2sc(C)c(C(=O)NCc3ccccc3OCC)c2c1=O

Screen / compound no.	25	26	27	28	29	30	31	32
Luciferase inh	/	/	/	-5%	1%	-6%	/	4%
HEK293 tox	/	/	/	-12%	?	7%	45µM*	4%
SNCA viab count	-23%	-9%	3%	-3%	-5%	10%[12.5 µM]	/	0%
GPT2 inhibitor	/	/	3%&-3%	i	i	i	/	i
IP6K1 inh	-1	-4	24	-8	-3	0	14	8
SNCA expr inh	-9%	-20%	-1%	10%	7%	?	/	5%
3T3 cytotox	/	/	/	-5%	-19%	-2%	?	-2%

33) Cc1nc(-c2cccc(S(=O)(=O)N3C[C@@H](N)C[C@H]3C(=O)NC(C)C)c2)no1
34) CC1=C[C@@H](CO)[C@H](C(C)C)C[C@H]1Cc1nnc(Cc2c[nH]c3ccccc23)o1
35) COCCOC1CCN(C(=O)c2ccsc2)C1 (stereo not drawn)
36) CCc1ccccc1NC(=O)Nc1cccc(-c2ccc(N3CCOCC3)nn2)c1
37) O=C(c1nc2sccn2c1-c1ccccc1)N1CCOCC1
38) CC(C)CNC(=O)N1CC(n2cc(C(=O)NCc3ccncc3)nn2)C1
39) COc1cccc(C(=O)N2CCC(C(NC(=O)c3ccc(F)cc3)C(=O)N3CCCC3)CC2)c1 (stereo not drawn)
40) CCN1c2cc(C(=O)Nc3ccc(OC(F)(F)F)cc3)ccc2C(=O)N2CCCCCC21 (stereo not drawn)

Screen / compound no.	33	34	35	36	37	38	39	40
Luciferase inh	1%	6%[172 µM]	/	1µM*	/	-2%	2%	-15%
HEK293 tox	-21%	?	1%	?	-6%[172 µM]	i	-11%	32µM*
SNCA viab count	-16%	-24%[87.6 µM]	-4%	-3%	-11%[87.6 µM]	-4%	-6%	21%[12.5 µM]
GPT2 inhibitor	i	-4%[88.5 µM]	-9%	i	i	-2%	i	-16%
IP6K1 inh	0	-12	2	-26*	-1	4	2	-3
SNCA expr inh	-21%	?	-23%	59%[activator]	8%[87.6 µM]	-5%	-11%	?
3T3 cytotox	-3%	?	-7%	?	4%[138 µM]	3%	1%	25µM*

# The final 2 entries of the part above come first, to join the parts.
39) COc1cccc(C(=O)N2CCC(C(NC(=O)c3ccc(F)cc3)C(=O)N3CCCC3)CC2)c1 (stereo not drawn)
40) CCN1c2cc(C(=O)Nc3ccc(OC(F)(F)F)cc3)ccc2C(=O)N2CCCCCC21 (stereo not drawn)
41) NC(=O)[C@@H]1CN(C(=O)c2ccccc2)C[C@H]1COc1ccccc1
42) Cc1ccc(Cl)cc1N1CCN(C(=O)CSc2cc(=O)n(C)c3ccccc23)CC1
43) Cc1ccc(NC(=O)c2oc3ccc(S(=O)(=O)N4CCCCC4)cc3c2C)c(C)c1
44) CCc1cccc(NC(=O)CN2C=C(C(=O)OC)C(C)=NS2(=O)=O)c1
45) COC(=O)[C@@H]1Cc2ncn(Cc3ccc(Cl)cc3)c2CN1Cc1cccnc1
46) O=C(c1cc2c(s1)CCCC2)N1CCC2(CC1)OCCCC2O (stereo not drawn)
47) CCn1ncc(N2CCC(NC(=O)c3cccc(OC)c3)CC2)cc1=O
48) CCc1nc2ccc(C(=O)N3CCN(c4cc(C)ccc4C)CC3)cc2nc1CC

Screen / compound no.	39	40	41	42	43	44	45	46	47	48
Luciferase inh	2%	-15%	-2%	/	/	2%	-7%[172 µM]	-6%	-10%	/
HEK293 tox	-11%	32µM*	-13%	/	/	3%	?	0%	2%	/
SNCA viab count	-6%	21%[12.5 µM]	5%	-17%	0%	-1%	?	2%	?	?
GPT2 inhibitor	i	-16%	1%	/	/	i	5%[88.5 µM]	-20%	i	/
IP6K1 inh	2	-3	5	18	50	-8	-2	-2	-4	6
SNCA expr inh	-11%	?	12%	-23%	9%	-1%	?	9%	9%	-22%
3T3 cytotox	1%	25µM*	-21%	/	/	-6%	?	-16%	-16%	/

49) CCN1C(=O)CCN(C(=O)Cc2cccc(OC)c2)CC12CCOCC2
50) Cc1ccc(Cl)cc1N1CCN(C(=O)C2CCN(Cc3nc(-c4cccc(Cl)c4)oc3C)CC2)CC1
51) CC1(C(=O)NCCOc2ccccc2)CCCc2cnc(Nc3cccnc3)nc21 (stereo not drawn)
52) C#CCNC(=O)C1CCCN(Cc2cccc(-c3ccccc3OC)c2)C1 (stereo not drawn)

Screen / compound no.	49	50	51	52
Luciferase inh	-6%	/	8%[172 µM]	/
HEK293 tox	0%	/	100µM*	?
SNCA viab count	1%	-6%	?	-13%
GPT2 inhibitor	i	/	2%[88.5 µM]	4%
IP6K1 inh	-9	28	24	0
SNCA expr inh	2%	-16%	-25%[87.6 µM]	-2%
3T3 cytotox	-21%	/	?	?

# Assay outcomes deposited in PubChem BioAssay by National Center for Advancing Translational Sciences (NCATS).
